HCMV inh = blocks human cytomegalovirus replication; HFF cells, HCMV-luciferase reporter, 72 h; stronger effect = lower value; activity change, negative = inhibition, % at 57.5 µM; 410,000 tested, 4.5% active; AID 1259415; in the data active = activity change below about -60%; inconclusive = no clear call, values can overlap the other calls; inactive = above about -39%; note: % is set by controls: 0 for no effect and ±100 for the full control effect
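HFF cells seeded 16 h at 37C, treated with compounds, infected with luciferase-reporter HCMV at MOI 1 PFU/cell; luciferase read at 72 h post infection, normalized to buffer-only and Salinomycin controls.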
FBPA Giardia inh = blocks Giardia fructose-bisphosphate aldolase activity; Potency, µM (top dose mostly 59.6 µM), inactives show at the highest dose activity, negative = inhibition, most hits filed as inhibitors; 290,000 tested, 0.71% active; AID 2451; A8B2U2; purified Giardia FBPA; note: potency is the fitted concentration of half-maximal effect; % is set by controls: 0 for no effect and ±100 for the full control effect; nearly all actives have a fitted effect of over 55% in size
Target sequence (A8B2U2 whole entry, looked up): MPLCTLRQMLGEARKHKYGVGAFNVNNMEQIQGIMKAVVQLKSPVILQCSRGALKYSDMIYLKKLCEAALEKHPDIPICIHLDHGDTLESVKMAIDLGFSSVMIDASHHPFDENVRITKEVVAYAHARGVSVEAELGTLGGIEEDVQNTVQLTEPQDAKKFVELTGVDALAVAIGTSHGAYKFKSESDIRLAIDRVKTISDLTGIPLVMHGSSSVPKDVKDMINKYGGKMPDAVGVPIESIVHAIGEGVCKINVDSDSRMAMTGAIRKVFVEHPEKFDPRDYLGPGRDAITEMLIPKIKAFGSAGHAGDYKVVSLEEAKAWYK
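Giardia FBPA (40 nM reagent) was preincubated 10 min at RT with compound (up to 57.5 uM final), then substrate plus GAPDH/TPI/NAD/arsenate coupling system with diaphorase/resazurin was added; resorufin fluorescence (525/598 nm) was read after 20 min.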
AmpC inh no detg = inhibitors of E. coli AmpC beta-lactamase without detergent. Potency, µM (series often up to 57.1 µM), without a hit: at the top dose activity change, negative = inhibition, hits mostly inhibitors. AmpC nitrocefin hydrolysis, absorbance 480 nm, 0.0001% Triton. AID 485341. 330,000 tested, 0.52% active. P00811;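 note: potency is the fitted concentration of half-maximal effect; plate controls were no compound for no effect and no enzyme for full effect; nearly all actives have a fitted effect of over 20% in size; some results filed as inactive show a strong effect at the top dose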
Target sequence (P00811 whole entry, looked up): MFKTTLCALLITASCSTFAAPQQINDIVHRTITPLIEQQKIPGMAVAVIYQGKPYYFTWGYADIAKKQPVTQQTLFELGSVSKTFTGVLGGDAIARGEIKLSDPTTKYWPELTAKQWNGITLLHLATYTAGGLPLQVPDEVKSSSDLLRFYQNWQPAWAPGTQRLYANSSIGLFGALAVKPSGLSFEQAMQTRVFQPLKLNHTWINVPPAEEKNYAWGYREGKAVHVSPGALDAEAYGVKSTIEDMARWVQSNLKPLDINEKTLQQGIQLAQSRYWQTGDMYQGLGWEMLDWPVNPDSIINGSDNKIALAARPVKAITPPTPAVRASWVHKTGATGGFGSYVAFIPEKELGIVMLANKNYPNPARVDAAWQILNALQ
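20 mM phosphate pH 7.0 + 0.01% (detergent screen) or 0.0001% Triton X-100; 5.3 nM AmpC reagent; cpd preinc 15 min RT; nitrocefin (800 uM stock) to start; A480 q20 s × 4 min; Activity was normalised to no-enzyme and no-compound control wells.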
AmpC inh detg = inhibitors of E. coli AmpC beta-lactamase with detergent; AmpC hydrolysis of nitrocefin, absorbance 480 nm, 0.01% Triton; Potency, µM (titrated, usually from 114 µM), inactives show top-dose activity change, negative = inhibition, most hits filed as inhibitors; 370,000 tested, 0.041% active;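 note: potency is the fitted concentration of half-maximal effect; 0% = no-compound wells and -100% = no-enzyme wells; nearly all actives have a fitted effect of over 25% in size; some results filed as inactive show a strong effect at the top dose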
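20 mM phosphate pH 7.0 + 0.01% (detergent screen) or 0.0001% Triton X-100; 5.3 nM AmpC reagent; cpd preinc 15 min RT; nitrocefin (800 uM stock) to start; A480 q20 s × 4 min; Activity was normalised to no-enzyme and no-compound control wells.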
AMA1 RON2 block = AMA1-RON2 (P. falciparum) interaction inhibition. AlphaScreen AMA1-biotinylated RON2 peptide binding. Potency, µM (titrated, usually from 58.2 µM), without a hit: top-dose activity change, negative = inhibition, actives largely listed as inhibitors. 360,000 tested, 0.2% active. AID 720542;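 note: potency is the fitted concentration of half-maximal effect; 0% = vehicle wells and -100% = peptide control; nearly all actives have a fitted effect of over 45% in size; some results filed as inactive show a strong effect at the top dose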
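AMA1 (3D7) with his tag at 25 nM final met compounds first, then biotinylated RON2 peptide at 25 nM; detection used donor plus acceptor beads, 10 µg/mL apiece, read by AlphaScreen after 30 min at room temperature.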
Cycloheximide cs = counter-screen for Shiga toxin inhibitors: cycloheximide protein synthesis inhibition; cell reporter, cycloheximide protein synthesis inhibition counterscreen; max response, %; 300,000 tested, 12% active; in the data active = max response mostly above about 13%, no sharp cut-off; inactive = mostly below about 14%; note: read at 38.3 µM for the half of the compounds with a filed dose; 0% is about no effect
Shiga inhibitor = inhibitors of Shiga toxin in Vero cells. Vero cells, Shiga toxin protein synthesis inhibition reporter. inhibition, % at 38.7 µM. 290,000 tested, 9.2% active; in the data active = inhibition mostly above about 28%, no sharp cut-off; inactive = mostly below about 43%; note: 0% is about no effect
An asterisk follows results filed as active; [ ] = remark or other dose. Unless noted, calls come from the whole dose curve; as a rule, active = well fitted curve in the direction sought with a large enough effect; inconclusive = small, poorly fitted or top-dose-only effect, or another doubt; inactive = no such curve, though single readings can be large; an effect the other way counts as inactive or inconclusive.

What do the screens show for `Cc1ccc(Nc2ncc3c(n2)CC(C)(C)CC3=O)cc1`?
HCMV inh: 37; FBPA Giardia inh: 16%; AmpC inh no detg: -46%; AmpC inh detg: -4%; AMA1 RON2 block: 1%; Cycloheximide cs: 34*; Shiga inhibitor: 118*

What do the screens show for `C=CCc1c(C)nc2cc(-c3ccccc3)[nH]n2c1=O`?
HCMV inh: 135; FBPA Giardia inh: -21%; AmpC inh no detg: -38%; AmpC inh detg: -13%; AMA1 RON2 block: 2%; Cycloheximide cs: 37*; Shiga inhibitor: 45*

How did NS(=O)(=O)c1cccc(NC(=O)CSc2nnc3n2CCCCC3)c1 do in these assays?
HCMV inh: -8; AmpC inh no detg: -19%; AMA1 RON2 block: -1%

What do the screens show for `CCC(=O)OC1c2ccccc2C(=O)N1Cc1ccccc1` (stereo not given)?
HCMV inh: 23; FBPA Giardia inh: 3%; AmpC inh no detg: 3%; AmpC inh detg: -13%; AMA1 RON2 block: -3%; Cycloheximide cs: -6; Shiga inhibitor: -13

Results for CCCCCOc1ccc(NC(=O)c2cc(SC)ccc2Cl)cc1 ?
HCMV inh: -60*; FBPA Giardia inh: 5%; AmpC inh no detg: -31%; AmpC inh detg: -14%; AMA1 RON2 block: -5%; Cycloheximide cs: -1; Shiga inhibitor: -13

How did Cc1ccc(CS(=O)(=O)CCC(=O)N2CCOCC2)cc1 do in these assays?
HCMV inh: 22; FBPA Giardia inh: 4%; AmpC inh no detg: -27%; AmpC inh detg: -9%; AMA1 RON2 block: 6%; Cycloheximide cs: -2; Shiga inhibitor: 17

Results for COc1ccc(S(=O)(=O)N2CCN(c3ccccc3OC)CC2)cc1OC ?
HCMV inh: -10; FBPA Giardia inh: -3%; AmpC inh no detg: -4%; AmpC inh detg: -13%; AMA1 RON2 block: 12%; Cycloheximide cs: -4; Shiga inhibitor: -14

What do the screens show for `COc1ccccc1/C=C/C=N/N1CCN(Cc2cccc3ccccc23)CC1`?
HCMV inh: -24; FBPA Giardia inh: 0%; AmpC inh no detg: -31%; AmpC inh detg: 4%; AMA1 RON2 block: inconclusive; Cycloheximide cs: -2; Shiga inhibitor: -13

How did COc1ccc(OC)c(C2C(C(C)=O)=C(O)C(=O)N2Cc2cccnc2)c1 (stereo not given) do in these assays?
HCMV inh: 18; FBPA Giardia inh: -9%; AmpC inh no detg: -13%; AmpC inh detg: -11%; AMA1 RON2 block: -6%; Cycloheximide cs: -4; Shiga inhibitor: -4

How did COc1ccc(-c2nnc(SC(C)C(=O)NC3CC3)o2)cc1 (stereo not given) do in these assays?
HCMV inh: 4; AmpC inh no detg: -11%; AmpC inh detg: -14%; AMA1 RON2 block: 21%

Results for C/C=C(/C)C(=O)Nc1cccc(C2=NOC3(C2)C[C@H](C(N)=O)N(C(=O)c2ccc(Cl)cc2)C3)c1 (stereo not given in full) ?
HCMV inh: -18; FBPA Giardia inh: -14%; AmpC inh no detg: 163%[activator]; AmpC inh detg: -4%; AMA1 RON2 block: 0%; Cycloheximide cs: 1; Shiga inhibitor: -3

What do the screens show for `Cc1ccsc1C(=O)NNC(=O)c1ccncc1`?
HCMV inh: 13; AmpC inh no detg: -12%; AmpC inh detg: -14%; AMA1 RON2 block: -7%

Results for CC(C)(O)C#Cc1ccc(C(=O)N2CCCC(CCC(=O)NCc3ccccc3F)C2)cc1 (stereo not given) ?
HCMV inh: 21; AmpC inh no detg: 56%; AmpC inh detg: 2%; AMA1 RON2 block: 3%; Cycloheximide cs: 12; Shiga inhibitor: 16

What do the screens show for `O=C(c1ccco1)N1CCN(c2ccc(N3CCCCC3)nn2)CC1`?
HCMV inh: 49; AmpC inh no detg: -11%; AmpC inh detg: -13%; AMA1 RON2 block: 13%

What do the screens show for `COC(=O)c1[nH]c2ccc(C)cc2c1NC(=O)CN1CCN(c2ccc(F)cc2)CC1`?
HCMV inh: -83*; FBPA Giardia inh: -25%; AmpC inh no detg: -12%; AmpC inh detg: -4%; AMA1 RON2 block: 7%; Cycloheximide cs: -2; Shiga inhibitor: -4

What do the screens show for `CCCOC(=O)c1ccc(OC(=O)c2ccco2)cc1`?
HCMV inh: 15; FBPA Giardia inh: 3%; AmpC inh no detg: -20%; AmpC inh detg: -1%; AMA1 RON2 block: 23%; Cycloheximide cs: 12; Shiga inhibitor: 18

What do the screens show for `CCCC(=O)Nc1ccc(C(=O)NN2C(=O)c3ccccc3C2=O)cc1`?
HCMV inh: inconclusive; FBPA Giardia inh: 0%; AmpC inh no detg: -12%; AmpC inh detg: -11%; AMA1 RON2 block: -9%; Cycloheximide cs: -2; Shiga inhibitor: -8

What do the screens show for `O=C(COc1ccc2ccc(=O)oc2c1)Nc1ccc(N2CCCCC2)cc1`?
HCMV inh: -8; AmpC inh no detg: 11%; AmpC inh detg: -11%; AMA1 RON2 block: -23%

How did O=C(CSc1nnc(NC(=O)C2CC2)s1)NCc1ccc(F)cc1 do in these assays?
HCMV inh: -9; AmpC inh no detg: -12%; AmpC inh detg: 3%; AMA1 RON2 block: -4%; Cycloheximide cs: 2; Shiga inhibitor: 18

How did O=C(CNc1cccc2ccccc12)N/N=C/c1ccc[nH]1 do in these assays?
HCMV inh: -68*; FBPA Giardia inh: -2%; AmpC inh no detg: -13%; AmpC inh detg: 0%; AMA1 RON2 block: 48%[activator]; Cycloheximide cs: -1; Shiga inhibitor: 26

Structures shown so far that have two or more sulfur atoms, in the order listed:
How did NS(=O)(=O)c1cccc(NC(=O)CSc2nnc3n2CCCCC3)c1 do in these assays?
HCMV inh: -8; AmpC inh no detg: -19%; AMA1 RON2 block: -1%

How did O=C(CSc1nnc(NC(=O)C2CC2)s1)NCc1ccc(F)cc1 do in these assays?
HCMV inh: -9; AmpC inh no detg: -12%; AmpC inh detg: 3%; AMA1 RON2 block: -4%; Cycloheximide cs: 2; Shiga inhibitor: 18

The results go on:
What do the screens show for `CC(=O)N1c2ccc(S(=O)(=O)N(C)CC(=O)N3CCCC3)cc2CC1C` (stereo not given)?
AmpC inh no detg: -5%; AmpC inh detg: 5%; AMA1 RON2 block: -1%; Cycloheximide cs: -2; Shiga inhibitor: 7

How did O=C(c1cc2c(s1)CCCC2)N1CCN(CCO)CC1 do in these assays?
HCMV inh: -4; AmpC inh no detg: -16%; AMA1 RON2 block: 0%

What do the screens show for `Cc1ccc(NC(=O)NCc2cccn2C)cc1C`?
HCMV inh: 138; FBPA Giardia inh: 4%; AmpC inh no detg: -19%; AmpC inh detg: 2%; AMA1 RON2 block: -4%; Cycloheximide cs: 18*; Shiga inhibitor: 59*

Results for Nc1nnn(CC(=O)N/N=C/c2ccc(O)cc2)n1 ?
HCMV inh: -33; FBPA Giardia inh: 7%; AmpC inh no detg: 4%; AmpC inh detg: -10%; AMA1 RON2 block: 2%; Cycloheximide cs: 1; Shiga inhibitor: -5

What do the screens show for `C[C@H](CO)N1C[C@H](C)[C@@H](CN(C)C)Oc2c(NC(=O)c3ccncc3)cccc2C1=O`?
HCMV inh: -13; AmpC inh no detg: -7%; AMA1 RON2 block: -8%

Results for CC(C)(C)Nc1nc(SCc2ccccc2)nc(N2CCOCC2)n1 ?
HCMV inh: -11; FBPA Giardia inh: 0%; AmpC inh no detg: 24%; AmpC inh detg: inconclusive; AMA1 RON2 block: -3%; Cycloheximide cs: 0; Shiga inhibitor: -34

Results for CCc1cccc(OCC(=O)Nc2cc(S(=O)(=O)N3CCOCC3)ccc2N2CCCC2)c1 ?
HCMV inh: 16; AmpC inh no detg: 82%[activator]; AmpC inh detg: 6%; AMA1 RON2 block: -2%; Cycloheximide cs: -2; Shiga inhibitor: -7

What do the screens show for `Cc1ccc(C)c(N2CCN(C(=O)C3CCC3)CC2)c1`?
HCMV inh: -20; FBPA Giardia inh: -8%; AmpC inh no detg: 5%; AmpC inh detg: -19%; AMA1 RON2 block: 10%; Cycloheximide cs: 0

Results for O=C(CN(C(=O)CNS(=O)(=O)c1ccc(F)cc1)C1CCCC1)NCc1ccco1 ?
HCMV inh: 18; AmpC inh no detg: -7%; AmpC inh detg: 5%; AMA1 RON2 block: 23%; Cycloheximide cs: -2; Shiga inhibitor: -11

What do the screens show for `Cc1ccc(CS(=O)(=O)CCC(=O)NCCN(C)Cc2ccccc2)cc1`?
HCMV inh: -8; FBPA Giardia inh: 3%; AmpC inh detg: -8%; AMA1 RON2 block: 5%; Cycloheximide cs: 9; Shiga inhibitor: -15

What do the screens show for `Cc1nn(-c2ccccc2)c2c1C(c1ccc([N+](=O)[O-])cc1)N1C(=N2)C(=O)Nc2ccccc21` (stereo not given)?
HCMV inh: 30; FBPA Giardia inh: -1%; AmpC inh no detg: -5%; AmpC inh detg: -4%; AMA1 RON2 block: -2%[2.32 µM]; Cycloheximide cs: -6; Shiga inhibitor: -13

What do the screens show for `CCOc1ccccc1N(C(=O)Nc1cccc(Cl)c1)C1=NC(C)CS1` (stereo not given)?
HCMV inh: -7; FBPA Giardia inh: 0%; AmpC inh no detg: -40%; AmpC inh detg: -5%; AMA1 RON2 block: 17%; Cycloheximide cs: -1; Shiga inhibitor: 17

How did CCOC(=O)c1sc(NC(C)=O)nc1-c1ccccc1 do in these assays?
HCMV inh: -31; FBPA Giardia inh: 1%; AmpC inh no detg: -23%; AmpC inh detg: inconclusive; AMA1 RON2 block: -4%; Cycloheximide cs: 18; Shiga inhibitor: 19

What do the screens show for `Cc1nc(-c2ccccc2)sc1C1(C)CC(c2ccc(C#N)cc2)=NO1` (stereo not given)?
HCMV inh: 3; FBPA Giardia inh: -1%; AmpC inh no detg: -6%; AmpC inh detg: 7%; AMA1 RON2 block: -3%; Cycloheximide cs: -2; Shiga inhibitor: -4

How did CC(CCc1ccccc1)NC(=O)CSc1nccc(=O)[nH]1 (stereo not given) do in these assays?
HCMV inh: -4; FBPA Giardia inh: 1%; AmpC inh no detg: -14%; AmpC inh detg: -9%; AMA1 RON2 block: 0%; Cycloheximide cs: -4; Shiga inhibitor: 24

What do the screens show for `Cc1ccc(S(=O)(=O)N2CCN(CC(=O)N/N=C\c3ccccn3)CC2)cc1`?
HCMV inh: -21; FBPA Giardia inh: -14%; AmpC inh no detg: -3%; AmpC inh detg: 7%; AMA1 RON2 block: 88%[activator]; Cycloheximide cs: -3; Shiga inhibitor: -12

How did CN(C)CCOC(=O)c1cccc(Br)c1 do in these assays?
HCMV inh: -26; FBPA Giardia inh: -6%; AmpC inh no detg: -20%; AmpC inh detg: inconclusive; AMA1 RON2 block: -1%; Cycloheximide cs: -3; Shiga inhibitor: -11

Results for COc1cccc(C2C(C(N)=O)=C(C)Nc3nc(-c4ccccc4Cl)nn32)c1 (stereo not given) ?
HCMV inh: 34; FBPA Giardia inh: 0%; AmpC inh no detg: -14%; AmpC inh detg: inconclusive; AMA1 RON2 block: 7%; Cycloheximide cs: 8; Shiga inhibitor: 7
